HSP90 inh – HSP90 inhibitors, primary screen, cell lysate, luminescence; Heat shock protein HSP 90 (rabbit reticulocyte lysate; luciferase refolding); Rabbit reticulocyte lysate, luciferase refolding luminescence, 3 h; inhibition, % at 5.6 µM; 290,000 tested, 0.91% active; AID 1789, 2009;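 active means inhibition above the screen-wide mean plus 3 SD, computed separately per campaign, cut at about 16% in these data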;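 further: 0% = DMSO wells and 100% = 60 µM geldanamycin wells; inhibitors lower the luminescence because luciferase stays unfolded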
HDAC3 inh – HDAC3 deacetylase inhibitors, primary screen, biochemical, fluorescence, cell-free homogeneous; 320,000 tested, 0.15% active; inhibition, % at 8.3 µM; recombinant HDAC3, fluorogenic peptide/trypsin coupled; in the data active means inhibition above about 26%, passing the limit was not always enough; inconclusive means no clear call, values can overlap the other calls
Target sequence (O15379 whole entry, looked up): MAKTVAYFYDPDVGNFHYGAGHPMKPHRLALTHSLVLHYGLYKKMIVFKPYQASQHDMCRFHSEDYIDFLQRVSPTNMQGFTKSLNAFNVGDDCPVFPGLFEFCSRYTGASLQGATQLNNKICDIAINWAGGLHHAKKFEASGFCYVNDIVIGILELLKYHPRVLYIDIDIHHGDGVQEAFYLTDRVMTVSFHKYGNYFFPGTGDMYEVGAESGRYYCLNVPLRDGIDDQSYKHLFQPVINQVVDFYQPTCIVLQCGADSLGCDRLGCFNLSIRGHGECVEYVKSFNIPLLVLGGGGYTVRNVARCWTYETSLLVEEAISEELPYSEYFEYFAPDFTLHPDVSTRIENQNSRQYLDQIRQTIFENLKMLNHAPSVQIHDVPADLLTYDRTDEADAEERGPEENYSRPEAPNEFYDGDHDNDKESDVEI
Platelet DG rel – inhibitors of platelet dense granule secretion, primary screen, cell-based, MLPCN, human platelets. 300,000 tested, 0.22% active. inhibition, %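 (compounds screened at 7.5 µM in platelet-rich plasma)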. human platelet-rich plasma, SFLLRN dense granule ATP release, luminescence;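 active means mean replicate score, as percent of positive control, at or above 50; inconclusive means mean below 50 but at least one replicate at or above 50; inactive means mean and every replicate below 50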
HSF1 inh – HSF1 inhibitors in luciferase reporter cells, primary screen, cell-based, NIH3T3, luminescence; 300,000 tested, 0.77% active; AID 2098, 2009; NIH3T3-HGL HSE-luciferase, MG132-induced, luminescence 8 h; active compounds read low; activity change, negative = inhibition, % at 7.5 µM (by protocol);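 active means more than half of replicate wells show activity change below -50%, luminescence cut by over half; inconclusive means some wells, but at most half, below -50%; inactive means no replicate well below -50%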;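 further: luciferase reports HSF-1 transcriptional activity via heat shock element; 0% = median of DMSO wells and -100% = zero luminescence signal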
HIF act – HIF pathway transcriptional activators, primary screen, cell-based, U2OS HRE-luciferase, luminescence; 300,000 tested, 0.32% active; activation, % at 7.5 µM (by protocol); U2OS HRE-luciferase reporter; normalized: DMSO 0%, desferrioxamine 100%; AID 1910, 2009;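 active means mean activation of at least 10% of the iron chelator positive control signal, with at least half of replicates also reaching 10%; inconclusive means mean and replicate majority disagree about reaching 10%; inactive means mean and most replicates under 10%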
aSyn 5UTR inh – MLPCN primary screen, SNCA 5' untranslated region | alpha-synuclein 5'UTR reporter, inhibitor activity | inhibition, % (tested at 7.5 µM) | 300,000 tested, 0.82% active; in the data active means inhibition above about 60%; inconclusive means no clear call, values can overlap the other calls;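 further: H4 neuroglioblastoma cells stably carrying SNCA 5'UTR luciferase fusion; 0% = DMSO wells and 100% = positive control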
AI-2 QS mod – Vibrio harveyi AI-2 quorum sensing modulators, primary screen, JMH597 strain, luminescence/OD600 ratio. Vibrio harveyi JMH597 AI-2 luminescence/OD600 ratio, 9 h; active compounds read low; strain lacks LuxN and CqsS sensors; 0 = neutral-control median. AID 2094, 2009. activity change, % at 7.5 µM. 300,000 tested, 0.4% active; in the data active means activity change below about -75%, passing the limit was not always enough; inconclusive means no clear call, values can overlap the other calls;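 further: luminescence divided by OD600 gain over 9 h not by final OD600 alone; inactives centre near 13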
KLF5 inh – KLF5 expression inhibitors, primary screen, DLD-1 cells, luminescence; AID 1700, 2009; 290,000 tested, 0.23% active; DLD-1 KLF5 promoter-luciferase reporter; inhibition, % at 5 µM;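 active means inhibition above a per-plate limit of that plate's mean compound inhibition plus 3 SD, cut at about 60% in these data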;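 further: 0% = DMSO wells and 100% = LY294002 at 200 µM; higher means less KLF5 promoter-driven luciferase light; inactives centre near -14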
IEC-6 tox – cytotoxicity in IEC-6 intestinal epithelial cells, primary screen, cytotoxicity control for KLF5 inhibitor project, cell-based, luminescence. IEC-6 cytotoxicity, luminescence viability. inhibition, % at 5 µM. 290,000 tested, 0.78% active; in the data active means inhibition above about 22%;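 further: 0% = plate median of test compound wells and 100% = cytotoxic reference compound wells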
HSF-1 act – HSF-1 activators, primary screen, NIH3T3-HGL cells, MG132 stress, luminescence, single point; NIH3T3-HGL HSF-1 luciferase reporter, 8 h; 100% = twice DMSO control signal; activation, % at 9 µM; 300,000 tested, 1.7% active;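 active means mean replicate activation of at least 50% with a set share of replicates each reaching 50%; inconclusive means only one of those two conditions met; inactive means mean below 50% and too few replicates reaching it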;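 further: 0% = median of the neutral control wells and 100% = twice that signal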
An asterisk follows results filed as active.

Results for O=c1[nH]c2cc3c(cc2cc1CN(CCc1ccccc1)Cc1nnnn1C1CCCC1)OCCO3 ?
HSP90 inh: 5.1; Platelet DG rel: 49.8*; HSF1 inh: 5.3; HIF act: 0.4; aSyn 5UTR inh: -24.8; AI-2 QS mod: 13.4; KLF5 inh: 4.5; IEC-6 tox: 3.9; HSF-1 act: -0.3

What do the screens show for `COC(=O)C(Cc1ccc(O)cc1)NC(=O)C12CC3CC(CC(C3)C1)C2` (stereo not drawn)?
HSP90 inh: 2.5; HDAC3 inh: 9.9; Platelet DG rel: inconclusive; HSF1 inh: 8.7; HIF act: -1.2; aSyn 5UTR inh: 15.0; AI-2 QS mod: 10.6; KLF5 inh: -9.6; IEC-6 tox: 7.0; HSF-1 act: 20.2

Results for CC(C)c1ccc(NC(=O)CN2CCN(C(=O)C3CCCO3)CC2)cc1 (stereo not drawn) ?
HSP90 inh: -3.2; HDAC3 inh: -7.3; Platelet DG rel: -12.5; HSF1 inh: -3.8; HIF act: 0.0; aSyn 5UTR inh: -2.2; AI-2 QS mod: 9.0; KLF5 inh: -31.9; IEC-6 tox: -2.7; HSF-1 act: -12.3

Results for Cc1nnc(SCC(=O)Nc2ccc3c(c2)OCCO3)s1 ?
HSP90 inh: -2.6; HDAC3 inh: 3.2; Platelet DG rel: 2.5; HSF1 inh: 2.5; HIF act: -0.1; aSyn 5UTR inh: -13.8; AI-2 QS mod: 7.8; KLF5 inh: -4.2; IEC-6 tox: -6.9; HSF-1 act: 6.3

Results for COc1ccc(CN2CCC(C(N)=O)CC2)cc1OCc1ccccc1 ?
HSP90 inh: -2.1; HDAC3 inh: 1.1; Platelet DG rel: -4.0; HSF1 inh: -3.9; HIF act: -15.8; aSyn 5UTR inh: 25.4; AI-2 QS mod: 30.8; KLF5 inh: -14.8; IEC-6 tox: -1.2; HSF-1 act: 7.7

How did CCOC(=O)c1sc(N(Cc2ccccc2)C(=O)COC(=O)c2ccc(O)cc2)nc1C do in these assays?
HSP90 inh: 2.5; HDAC3 inh: -1.9; Platelet DG rel: -2.2; HSF1 inh: -20.3; HIF act: 10.0*; aSyn 5UTR inh: -30.3; AI-2 QS mod: 50.1; KLF5 inh: -1.0; IEC-6 tox: 11.9; HSF-1 act: -32.7

How did COc1ccc(Cl)cc1Nc1nc(-c2sc(NC(=O)c3ccco3)nc2C)cs1 do in these assays?
HSP90 inh: 14.5; HDAC3 inh: 0.7; Platelet DG rel: -10.1; HSF1 inh: 6.1; HIF act: -0.5; aSyn 5UTR inh: -12.6; AI-2 QS mod: 34.3; KLF5 inh: -41.6; IEC-6 tox: 5.1; HSF-1 act: 9.5

How did CCCC(C(=O)NCC1CCCO1)N(C(=O)CNS(=O)(=O)c1ccccc1)c1ccc(F)cc1 (stereo not drawn) do in these assays?
HSP90 inh: -1.3; HDAC3 inh: -8.3; Platelet DG rel: 9.8; HSF1 inh: 8.2; HIF act: 0.1; aSyn 5UTR inh: -22.1; AI-2 QS mod: 41.6; KLF5 inh: -44.1; IEC-6 tox: -4.7; HSF-1 act: 21.7

Results for CCCCOc1ccc(C(=O)NC)cc1 ?
HSP90 inh: 0.5; HDAC3 inh: 1.2; Platelet DG rel: 11.0; HSF1 inh: 0.7; HIF act: 0.2; aSyn 5UTR inh: -5.5; AI-2 QS mod: 21.9; KLF5 inh: -17.1; IEC-6 tox: -1.9; HSF-1 act: 9.6

How did COc1nccnc1NS(=O)(=O)c1ccc(N/C=C2\CCCCC2=O)cc1 do in these assays?
HSP90 inh: 7.1; HDAC3 inh: 3.4; Platelet DG rel: -2.3; HSF1 inh: 1.6; HIF act: -0.2; aSyn 5UTR inh: -25.0; AI-2 QS mod: 2.3; KLF5 inh: 3.6; IEC-6 tox: -1.4; HSF-1 act: -7.9

How did COc1ccc(-c2noc(N3CCC(C(=O)Nc4ccccc4F)CC3)n2)cc1 do in these assays?
HSP90 inh: -1.6; Platelet DG rel: -1.0; HSF1 inh: -15.8; HIF act: -0.1; aSyn 5UTR inh: -9.9; AI-2 QS mod: 25.4; KLF5 inh: -57.2; IEC-6 tox: -1.8; HSF-1 act: -26.3

How did COC(=O)c1c(-c2ccccc2)noc1-c1ccccc1 do in these assays?
HDAC3 inh: 1.8; Platelet DG rel: -15.8; HSF1 inh: 1.1; HIF act: 1.3; aSyn 5UTR inh: -4.8; AI-2 QS mod: 18.8; HSF-1 act: 22.9

Results for c1ccc(Cc2nn3c(COc4ccccc4)nnc3s2)cc1 ?
HSP90 inh: -2.0; HDAC3 inh: 1.4; Platelet DG rel: -4.4; HSF1 inh: 3.9; HIF act: 0.3; aSyn 5UTR inh: -12.4; AI-2 QS mod: 4.4; KLF5 inh: -28.9; IEC-6 tox: 1.9; HSF-1 act: 7.5

How did COc1ccccc1N=c1oc2c(OC)cccc2cc1C(=O)NCc1ccco1 do in these assays?
HSP90 inh: 0.1; HDAC3 inh: -8.0; Platelet DG rel: 2.6; HSF1 inh: 2.7; HIF act: 0.8; aSyn 5UTR inh: 6.0; AI-2 QS mod: 18.9; KLF5 inh: -5.3; IEC-6 tox: 7.2; HSF-1 act: 6.0

What do the screens show for `Fc1cccc(Nc2c3c(nc4ccccc24)CCC3)c1`?
HSP90 inh: 2.3; HDAC3 inh: -0.3; Platelet DG rel: -0.3; HSF1 inh: -9.9; HIF act: 1.0; aSyn 5UTR inh: 14.4; AI-2 QS mod: 8.6; KLF5 inh: -10.0; IEC-6 tox: 3.2; HSF-1 act: 10.8

What do the screens show for `Fc1ccc(-c2nnn3c2nc(NCc2ccccc2)c2ccccc23)cc1`?
HSP90 inh: -1.1; Platelet DG rel: -0.2; HSF1 inh: -5.7; HIF act: -0.2; aSyn 5UTR inh: 4.7; AI-2 QS mod: 19.2; KLF5 inh: 11.1; IEC-6 tox: 0.9; HSF-1 act: -0.9

Results for CCCC(O)(CCN1CCCCC1)c1ccc(OCC)cc1 (stereo not drawn) ?
HSP90 inh: -2.4; Platelet DG rel: -14.0; HSF1 inh: 0.2; HIF act: 0.0; aSyn 5UTR inh: -0.1; AI-2 QS mod: 22.5; KLF5 inh: 4.0; IEC-6 tox: -1.5; HSF-1 act: -2.1

Results for O=C(NCCCO)c1cc2c(cn1)[nH]c1ccccc12 ?
HSP90 inh: 0.6; HDAC3 inh: -7.5; Platelet DG rel: -6.8; HSF1 inh: 9.0; HIF act: 1.2; aSyn 5UTR inh: -103.6; AI-2 QS mod: 29.7; KLF5 inh: -59.0; IEC-6 tox: 5.2; HSF-1 act: -0.5

What do the screens show for `COc1cc(C(=O)NCc2cccc3ccccc23)ccc1OCc1ccccc1`?
HSP90 inh: 0.2; HDAC3 inh: -0.1; Platelet DG rel: -3.1; HSF1 inh: -2.6; HIF act: -0.2; aSyn 5UTR inh: 14.1; AI-2 QS mod: 25.6; KLF5 inh: -3.5; IEC-6 tox: -0.6; HSF-1 act: 10.1

How did COc1ccc(NC(=O)CN2CCC(NC(=O)C3CCCCC3)CC2)c([N+](=O)[O-])c1 do in these assays?
HSP90 inh: -1.2; HDAC3 inh: 0.2; Platelet DG rel: 1.1; HSF1 inh: 0.2; HIF act: -0.8; aSyn 5UTR inh: 34.7; AI-2 QS mod: 10.4; KLF5 inh: 2.8; IEC-6 tox: 6.3; HSF-1 act: -3.4

Results for CCOC(=O)c1ccc(NCc2ccncc2)cc1 ?
HSP90 inh: -2.5; HDAC3 inh: 2.9; Platelet DG rel: 1.2; HSF1 inh: -35.0; HIF act: -0.1; aSyn 5UTR inh: -3.8; AI-2 QS mod: 26.4; KLF5 inh: -26.4; IEC-6 tox: 0.7; HSF-1 act: -43.7

Results for Fc1ccccc1/C=N/n1cc(-c2ccccc2)[nH]c1=S ?
HSP90 inh: 0.8; HDAC3 inh: -3.4; Platelet DG rel: -13.1; HSF1 inh: 9.4; HIF act: 2.5; aSyn 5UTR inh: -84.9; AI-2 QS mod: 2.2; KLF5 inh: -90.1; IEC-6 tox: -1.1; HSF-1 act: 3.2

Results for O=C1Nc2cc(C(=O)N3CCN(c4ccc(F)cc4)CC3)ccc2NC1CSCc1cccc(F)c1 (stereo not drawn) ?
HSP90 inh: 4.9; HDAC3 inh: 1.9; Platelet DG rel: -7.1; HSF1 inh: 2.6; HIF act: 0.6; aSyn 5UTR inh: 16.7; AI-2 QS mod: 1.3; KLF5 inh: -6.8; IEC-6 tox: -6.2; HSF-1 act: 35.7

How did O=C1[C@@H]2CSCN2C(=O)CN1Cc1cccc(C(F)(F)F)c1 do in these assays?
HSP90 inh: 1.9; HDAC3 inh: -2.6; Platelet DG rel: 22.0; HSF1 inh: 1.1; HIF act: -0.3; aSyn 5UTR inh: 3.6; AI-2 QS mod: 10.2; KLF5 inh: -5.0; IEC-6 tox: -2.1; HSF-1 act: 1.9

What do the screens show for `Cc1nc2cc(NC(=O)NCCCO)ccc2o1`?
HSP90 inh: 4.8; HDAC3 inh: -4.1; Platelet DG rel: -1.5; HSF1 inh: -0.8; HIF act: 0.1; aSyn 5UTR inh: -29.7; AI-2 QS mod: 11.9; KLF5 inh: 2.7; IEC-6 tox: 2.5; HSF-1 act: -17.6

How did O=C(c1ccsc1)N1CCCC(Nc2ccc(F)c(F)c2)C1 (stereo not drawn) do in these assays?
HSP90 inh: -2.8; HDAC3 inh: -11.9; Platelet DG rel: -6.5; HSF1 inh: 0.2; HIF act: -0.3; aSyn 5UTR inh: 10.8; AI-2 QS mod: 37.7; KLF5 inh: 3.1; IEC-6 tox: -2.9; HSF-1 act: 0.6

How did O=C(NCc1ccccn1)c1cc(-c2ccncc2)nc2ccccc12 do in these assays?
HDAC3 inh: 1.3; Platelet DG rel: 2.2; HSF1 inh: -3.0; HIF act: 0.1; aSyn 5UTR inh: 16.4; AI-2 QS mod: 15.6; HSF-1 act: -5.2

What do the screens show for `CCc1cc(C(=O)NNC(=O)CCN2CCN(c3ccccc3)CC2)sc1C`?
HSP90 inh: 1.6; HDAC3 inh: 0.1; Platelet DG rel: -6.0; HSF1 inh: -4.7; HIF act: 0.0; aSyn 5UTR inh: -10.6; AI-2 QS mod: 23.6; KLF5 inh: -17.6; IEC-6 tox: -5.0; HSF-1 act: 14.1

Source: PubChem
